# Diaph inh CS: counter-screen for diaphorase-based assays: diaphorase inhibitors and chemical oxidizers | diaphorase resazurin-to-resorufin fluorescence, NADH, 16 min; bacterial (C. kluyveri) enzyme, not human | inhibition, % at 20 µM | hit rate 0.69% among 190,000 | AID 1217;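 active means primary screen inhibition at 20 µM above a set limit, cut at about 50% in these data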;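 further: plate controls were DMSO with full reaction for no effect and wells lacking NADH for full effect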
#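 Assay system – diaphorase enzyme from Clostridium kluyveri · Amount – diaphorase 0.14 U/mL (working solution) · Times – reaction incubation of 16 min at room temperature · Controls – No-NADH positive control and DMSO neutral control · Signal – resorufin fluorescence 544/590 nm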
# PPARg SRC-1 ag: promotes SRC-1 coactivator recruitment by human PPARgamma | P37231 | PPARgamma-SRC-1 coactivator recruitment biochemical assay | activation, % at 8 µM | hit rate 0.41% among 200,000; in the data active means activation above about 19%;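 further: 0% = DMSO and 100% = reference agonist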
# SRC2 TRFRET art: flags TR-FRET format artefacts in PPARgamma SRC-2 recruitment agonist screen; TR-FRET artefact counter-screen; hits give high values; TR-FRET ratio at 8 µM; hit rate 0.4% among 200,000; AID 1049; in the data active means TR-FRET ratio above about 2000; further: inactives centre near 1500
# Diaph act CS: counter-screen for diaphorase-based assays: diaphorase activators and chemical reducers; Diaphorase/resazurin coupled assay, resorufin fluorescence, 16 min; hits give high values; 1 = vehicle wells, 0 = NADH-free wells; activation factor at 20 µM; hit rate 0.005% among 190,000; AID 1229;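 active means diaphorase activity raised at least twofold by the compound at 20 µM; inactive means activation factor below 2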
#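 Assay system: bacterial diaphorase enzyme (C. kluyveri) / Input: enzyme 0.07 U/mL final / Medium: 50 mM HEPES pH 7.4 with 4.542 mM MgCl2, 0.005% Tween 20 / Doses: single compound dose of 20 µM, 1% DMSO final / Incubation: 16 min enzyme reaction, ambient temperature / Signal: fluorescence, excitation 544 nm and emission 590 nm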
# G6PDH counter: L. mesenteroides G6PDH inhibition counter-screen; hit rate 0.12% among 200,000; inhibition, % at 5 µM; Purified L. mesenteroides G6PDH, diaphorase/resazurin coupled fluorescence, 45 min; AID 1020; in the data active means inhibition above about 50%
# PPARg SRC3 recr: PPARgamma-driven SRC-3 recruitment agonism; P37231; biochemical PPARgamma/SRC-3 coactivator recruitment assay; activation, % at 8 µM; hit rate 0.26% among 200,000; AID 731; in the data active means activation above about 23%;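 further: 0% = DMSO and 100% = reference agonist; some compounds past the cut are filed as inactive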
# ROMK primary: modulators of human ROMK potassium channel; P48048; Tet-inducible ROMK, thallium flux fluorescence; actives lie on both sides; B-score at 10 µM; hit rate 2% among 130,000; AID 1918;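 active means signal ratio slope over the read window, or its plate-corrected B-score, at least 3 SD from the plate mean, either direction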;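 further: B-score of the F/F0 ratio slope over 7 to 12 s after thallium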
# Target sequence (P48048 whole entry, looked up): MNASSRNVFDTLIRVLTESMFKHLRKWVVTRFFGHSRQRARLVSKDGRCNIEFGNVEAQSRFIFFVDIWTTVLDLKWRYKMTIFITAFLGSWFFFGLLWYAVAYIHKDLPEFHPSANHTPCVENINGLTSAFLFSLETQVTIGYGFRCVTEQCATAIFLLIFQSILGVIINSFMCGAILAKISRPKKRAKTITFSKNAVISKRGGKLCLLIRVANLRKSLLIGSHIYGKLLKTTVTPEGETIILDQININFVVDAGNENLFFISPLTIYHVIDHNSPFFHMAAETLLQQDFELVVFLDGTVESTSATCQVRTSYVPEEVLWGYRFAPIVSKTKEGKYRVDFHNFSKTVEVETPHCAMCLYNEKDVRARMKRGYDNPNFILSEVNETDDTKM
# PMI act: activators of human phosphomannose isomerase; hit rate 0.005% among 190,000; activation factor at 20 µM; purified human PMI, coupled resazurin fluorescence, 20 min; hits give high values; 1 = vehicle control, 0 substrate-free wells; P34949;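 active means activation factor of 2 or more at 20 µM, relative to plate controls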
# Target sequence (P34949 whole entry, looked up): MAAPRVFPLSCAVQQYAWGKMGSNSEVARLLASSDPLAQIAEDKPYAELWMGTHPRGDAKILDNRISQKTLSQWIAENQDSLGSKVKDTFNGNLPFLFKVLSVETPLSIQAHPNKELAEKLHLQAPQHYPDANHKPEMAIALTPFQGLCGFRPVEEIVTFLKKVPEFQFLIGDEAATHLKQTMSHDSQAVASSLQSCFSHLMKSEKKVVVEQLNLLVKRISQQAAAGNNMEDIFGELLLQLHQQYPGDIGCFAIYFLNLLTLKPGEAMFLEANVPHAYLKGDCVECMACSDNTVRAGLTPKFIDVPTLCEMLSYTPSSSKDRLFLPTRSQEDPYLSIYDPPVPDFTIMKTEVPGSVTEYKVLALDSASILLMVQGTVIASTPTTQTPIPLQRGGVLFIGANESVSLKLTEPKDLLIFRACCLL
# S1P3 antagonist: blocks the human S1P3 receptor; CHO S1P3 NFAT-BLA reporter, FRET fluorescence, antagonist mode; inhibition, % at 4.98 µM; hit rate 0.27% among 170,000; Q99500;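 active means inhibition above the plate cutoff, the mean inhibition of test wells on that plate plus 3 SD, cut at about 28% in these data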;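 further: cells challenged with S1P at its EC80 of 0.8 µM; blue over green emission ratio from cleaved BLA substrate after 4 h stimulation; 0% = S1P-stimulated wells and 100% = unstimulated DMSO-only wells; some compounds past the cut are filed as inactive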
# PPARg SRC2 recr: agonists of SRC-2 recruitment by human PPARgamma | PPARgamma LBD-SRC-2 recruitment, biochemical | activation, % at 8 µM | hit rate 0.34% among 200,000; in the data active means activation above about 22%;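 further: 0% = vehicle and 100% = reference agonist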
# PMI act hi M6P: PMI (human) activation, high substrate. activation factor at 20 µM. AID 1216. P34949. hit rate 0.34% among 190,000. coupled PMI enzyme assay, resazurin fluorescence, 20 min; hits give high values; 1 = untreated enzyme, 0 = substrate-free blank;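 active means activation factor of 2 or more at 20 µM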
#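 test system = human PMI in coupled enzyme assay | medium = HEPES-buffered pH 7.4 with magnesium and detergent | also added = 1.0 mM mannose-6-phosphate substrate with 0.22 mM NADP+ | compound = 20 µM single dose | times = 20 min incubation at room temperature | measured by = resorufin fluorescence (Ex 544/Em 590 nm) from resazurin via diaphorase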
# The depositor's hits bear a star; / = not tested or not shown. The order is random. About 3.3% of those tested had a hit in this group.
SMILES,Diaph inh CS,PPARg SRC-1 ag,SRC2 TRFRET art,Diaph act CS,G6PDH counter,PPARg SRC3 recr,ROMK primary,PMI act,S1P3 antagonist,PPARg SRC2 recr,PMI act hi M6P
O=C1NC(=Nc2ccccc2)/C(=C/c2ccco2)S1,24,6,1671,0.8,-10,1,/,0.9,5,12,0.8
O=C(CCc1nc2ccccc2c(=O)[nH]1)N1CCN(c2ccc(F)cc2)CC1,8,-10,1385,0.9,-3,-1,-0.33,0.9,-3,6,1
C/C(=N\NC(=O)CN(c1ccc(C)cc1)S(C)(=O)=O)c1cccs1,20,3,1447,0.8,-3,1,0.37,0.9,-1,1,0.9
COc1c(Br)cc2c(C)c(C(=O)O)oc2c1Br,-6,-1,1516,1.1,1,1,0.31,1.3,6,3,1.3
COc1ccc(Br)cc1CN1CCCC(C(=O)N2CCCCCC2)C1 (stereo not given),1,0,1437,1,7,-10,1.6,0.9,-15,-14,1
Cc1nc2ccc(C(=O)OCc3ccccc3Br)cc2nc1C,9,-4,1615,0.9,3,16,-0.13,1.1,/,6,1.1
N#CC1=C(N)Oc2n[nH]c(-c3cccs3)c2C1c1ccccc1C(=O)O (stereo not given),14,11,1457,0.9,4,3,-0.28,1,6,12,0.9
O=C(N/N=C/c1ccc(OCc2ccccc2)cc1)c1cccs1,-17,1,1362,1.2,6,-1,/,1.1,/,-13,1.1
Fc1cccc(/C=N/Nc2ccc3ccccc3n2)c1,6,2,1384,0.9,-2,0,0.46,1.1,-16,-1,1.1
O=C(/C=C/NCC(=O)c1ccccc1)c1ccc(Br)cc1,5,-3,1541,0.9,-10,7,/,1.6,6,7,2.1*
O=S(=O)(NCC1CCCO1)c1ccc(Oc2ccccc2)cc1 (stereo not given),4,0,1509,1,-3,-6,/,0.9,22,4,1
CC(C)Cn1c(-c2ccc(F)cc2)n[nH]c1=S,10,-6,1352,0.9,-3,0,/,0.9,3,6,1.1
CCCn1c(N2CCN(CC(=O)c3c(C)n(C)c4ccccc34)CC2)nc2c1c(=O)[nH]c(=O)n2C,18,8,1462,0.8,-2,-6,/,1,-32,4,1
CC(C)CC(O)(CC(C)C)C(=O)NNc1ccccc1,16,-4,1583,0.8,6,11,-0.023,1.4,/,4,1.8
COc1ccccc1N1CCN(C2CCN(C(=O)c3cccs3)CC2)CC1,28,-9,1385,0.7,8,1,0.63,0.9,/,-6,0.9
CS(=O)(=O)Oc1ccc(/C=N/NC(=O)c2ccncc2)cc1,4,2,1483,1,5,0,1,1.1,-6,8,1.1
CC(=NCc1ccncc1)C1=C(O)c2ccccc2C1=O,19,0,1494,0.8,-4,7,-0.14,1.1,/,8,1.2
COc1cccc(NC(=O)CSc2nc3ccccc3cc2Cc2ccccc2)c1,-1,6,1583,1,4,8,/,0.9,/,-4,1
O=C(NCc1cccnc1)C1CCN(c2ccc(S(=O)(=O)N3CCOCC3)cc2Cl)CC1,0,-1,1404,1,9,2,1.3,1,-18,3,1.1
C=CCn1c(SCc2ccccc2C#N)nnc1-c1cc(Br)ccc1O,14,0,1292,0.9,-11,-1,-1.6,1,13,7,1
O=C(CSc1nnnn1-c1ccccc1)N1CCc2ccccc2C1,18,4,1454,0.8,0,8,0.3,1,8,0,1
COc1ccc(N2C(=O)C3CCCN3C2c2cccc(C)c2)cc1Cl (stereo not given),2,5,1599,1,16,5,/,0.9,-9,2,0.9
COc1ccc(S(=O)(=O)N(CC(=O)NCc2cccnc2)Cc2ccccc2)cc1,23,-2,1432,0.8,14,-1,-0.37,0.9,-9,8,1
O=C(Nc1ccccc1Sc1ccccc1)c1ccccc1,9,2,1501,0.9,-2,-5,-0.094,0.9,/,0,0.9
COc1cc(CO)cc(Br)c1OCC(=O)Nc1cccc2ccccc12,10,9,1699,0.9,0,7,-0.9,1,4,10,0.9
COc1ccc(OC)c(-n2nnnc2SCC(=O)Nc2ccccc2N2CCOCC2)c1,25,3,1507,0.7,4,-3,0.6,1,13,-4,0.9
c1ccc2c(c1)oc1c(Nc3ccc4c(c3)OCO4)ncnc12,-6,9,1694,1.1,-2,6,/,1.1,-45,17,1.1
Cc1cnc(NC(=O)c2ccncc2)s1,11,-5,1181,0.9,-1,-2,-1.8,1,-2,-2,1
C=CCn1c(SCC(N)=O)nnc1-c1cccc(Br)c1,13,-6,1562,0.9,2,-1,/,1,-9,0,1
CN(C)Cc1nc2ccccc2c(=O)n1CC(=O)Nc1cccc(S(=O)(=O)N2CCOCC2)c1,2,3,1720,1,4,7,0.27,0.9,-15,6,1
Cc1nn2c(CN(C(=O)COc3ccccc3)c3ccccc3)nnc2c2ccccc12,11,-2,1556,0.9,6,2,/,0.8,-1,8,1
COC(=O)c1ccccc1NC(=O)c1noc2c1CC(C(C)(C)C)CC2 (stereo not given),12,-5,1443,0.9,-19,12,/,0.9,-2,-1,0.9
C=CCN1C(=O)CC(C(=O)NC)SC1=Nc1ccc(C(=O)OCC)cc1 (stereo not given),18,-4,1338,0.8,-2,8,0.015,0.9,/,5,0.9
COc1cccc(C2CC(=O)Nc3cc4c(cc32)CCC4)c1 (stereo not given),-1,-2,1493,1,21,3,/,0.9,2,1,1
CCOC(=O)c1c(C)n(O)c2ccc(Cl)cc2c1=O,20,3,1587,0.8,10,9,/,1.1,-2,6,0.6
c1nc(NCCN2CCOCC2)c2c3c(sc2n1)CCCCC3,8,-5,1577,0.9,5,-9,/,1.1,-20,-1,1
COc1ccc(S(=O)(=O)N(C)Cc2cccs2)cc1Br,14,6,1622,0.9,7,2,/,0.9,/,10,1
Cc1ccc(S(=O)(=O)Oc2ccccc2/C=N/NC(=O)c2nn(C)cc2[N+](=O)[O-])cc1,28,0,1403,0.7,8,1,/,0.9,-4,-5,0.9
O=C1CCCc2c1cc(C(=O)NCc1ccco1)c(=O)n2-c1ccccc1,11,0,1328,0.9,0,-8,-0.85,1,-27,-5,1
Cc1nn(C)c(C)c1CN(C)S(=O)(=O)c1ccc2ccccc2c1,8,-5,1320,0.9,9,1,-1.4,1,/,3,1

# Four compounds out of the list above, ordered by the value under PPARg SRC3 recr, falling.
molecule	PPARg SRC3 recr
C=CCN1C(=O)CC(C(=O)NC)SC1=Nc1ccc(C(=O)OCC)cc1 (stereo not given)	8
c1ccc2c(c1)oc1c(Nc3ccc4c(c3)OCO4)ncnc12	6
COc1ccc(S(=O)(=O)N(CC(=O)NCc2cccnc2)Cc2ccccc2)cc1	-1
O=C(Nc1ccccc1Sc1ccccc1)c1ccccc1	-5

# (list continues)
SMILES,Diaph inh CS,PPARg SRC-1 ag,SRC2 TRFRET art,Diaph act CS,G6PDH counter,PPARg SRC3 recr,ROMK primary,PMI act,S1P3 antagonist,PPARg SRC2 recr,PMI act hi M6P
CCOc1nc(Nc2ccc([N+](=O)[O-])cc2)nc(NC(C)(C)C)n1,17,0,1469,0.8,-12,2,0.4,0.8,-10,-2,0.9
Cc1cc(C(=O)N/N=C2\CC(=O)c3ccccc32)c(C)n1-c1ccccc1,22,4,1724,0.8,6,3,-0.15,1.1,-16,9,0.6
Cc1cccc(NC(=O)C(=O)N/N=C/c2ccncc2)c1,3,-2,1624,1,-4,3,-0.022,1.2,-12,-3,1.1
COc1ccc(NC(=O)CCc2ccccc2)cc1NC(=O)c1ccco1,15,-5,1562,0.8,2,1,/,0.9,24,6,0.9
COc1ccc(CCNC(=O)COC(=O)c2ccco2)cc1OC,16,8,1582,0.8,5,-1,0.2,1,-26,6,1.1
O=C(N/N=C/c1ccc(Sc2ccccn2)o1)c1cc2ccccc2cc1O,36,6,1614,0.6,-69,3,/,0.7,/,4,0.8
COC(=O)C1CCN(C(=O)CSc2ccccc2)CC1,12,-1,1706,0.9,-3,-3,-0.39,1,-6,5,0.8
NC(=O)C1=C[C@H](c2coc3ccccc3c2=O)C[C@H](OCCCCO)O1,10,2,1688,0.9,12,-1,/,0.9,-18,9,0.8
Cc1cccc(-c2n[nH]c(=S)n2-c2ccccc2)c1[N+](=O)[O-],14,4,1464,0.9,0,2,/,0.9,2,-2,1
CN(C=O)CP(=O)(O)CCN1CCCC1=O,/,-8,1480,/,/,-8,/,/,7,8,/
O=C(CN1CCN(c2ccc(O)cc2)CC1)Nc1cc(S(=O)(=O)N2CCOCC2)ccc1Cl,28,6,1762,0.7,18,5,0.92,0.8,1,-3,0.5
COc1cc(/C=N/NC(N)=O)ccc1OC(=O)c1cccs1,0,6,1664,1,3,4,-1.5,1.1,-7,-2,1.1
CCc1ccc(NC(=O)N(Cc2ccco2)C(C)c2cccs2)cc1 (stereo not given),11,6,1446,0.9,2,6,/,0.9,/,4,0.9
Cc1c(/C=N\NC(=O)C2(C)CC2(Cl)Cl)cnn1C (stereo not given),8,3,1566,0.9,3,2,0.71,1.1,-23,-2,1
COc1ccc(N(CC(=O)Nc2cc(C)ccc2C)S(=O)(=O)c2ccccc2[N+](=O)[O-])c(OC)c1,5,-10,1477,0.9,32,-7,-0.17,0.9,-6,6,1
COc1ccc(CCNC(=O)c2cc(CC(C)C)on2)cc1OC,1,4,1646,1,5,-2,/,1,/,14,1
c1ccc2sc(Sc3ncnc4sccc34)nc2c1,19,5,1659,0.8,7,1,/,0.9,-3,13,0.9
Cc1ccc2[nH]cc(C(=O)CN3CCN(c4ccccc4F)CC3)c2c1,9,8,1511,0.9,4,10,/,0.9,/,5,1
Cc1cc(C)c(NC(=O)C2c3ccccc3Oc3ccccc32)c(C)c1,-4,-5,1556,1,29,1,/,0.9,-31,1,1
Cc1ccc(SCCC(=O)OCC(=O)Nc2ncc(Cl)cc2Cl)cc1,32,1,1647,0.7,-1,4,0.5,1,/,13,1

# The list goes on, starting with the last 2 of the part before.
SMILES,Diaph inh CS,PPARg SRC-1 ag,SRC2 TRFRET art,Diaph act CS,G6PDH counter,PPARg SRC3 recr,ROMK primary,PMI act,S1P3 antagonist,PPARg SRC2 recr,PMI act hi M6P
Cc1cc(C)c(NC(=O)C2c3ccccc3Oc3ccccc32)c(C)c1,-4,-5,1556,1,29,1,/,0.9,-31,1,1
Cc1ccc(SCCC(=O)OCC(=O)Nc2ncc(Cl)cc2Cl)cc1,32,1,1647,0.7,-1,4,0.5,1,/,13,1
O=C(NCc1cccnc1)c1cc2ccccc2oc1=O,5,4,1539,1,2,5,-0.015,1,/,-2,1
COc1ccc(-c2csc3nc(C)nc(N4CCC(C)CC4)c23)cc1OC,14,10,1574,0.9,3,5,1.8,1,-17,3,0.9
O=C(CN1CCCc2ccccc21)NCCc1ccc(F)cc1,0,2,1466,1,4,8,-0.032,1.2,-16,-7,1.1
Cc1ccc(S(=O)(=O)NCC(=O)N(CC(=O)NCC2CCCO2)Cc2ccco2)cc1 (stereo not given),/,4,1674,/,10,0,0.26,/,-15,5,/
